Source: PubChem (National Center for Advancing Translational Sciences (NCATS))
AmpC det inh = Promiscuous and Specific Inhibitors of AmpC Beta-Lactamase (assay with detergent); purified AmpC, nitrocefin hydrolysis with detergent; Potency, µM (titrated, usually from 28.7 µM), inactives show at the highest dose activity change, negative = inhibition; actives 0.09% (n = 71,000); active means well fitted curve in the direction sought with a large enough effect
Target sequence (P00811 whole entry, looked up): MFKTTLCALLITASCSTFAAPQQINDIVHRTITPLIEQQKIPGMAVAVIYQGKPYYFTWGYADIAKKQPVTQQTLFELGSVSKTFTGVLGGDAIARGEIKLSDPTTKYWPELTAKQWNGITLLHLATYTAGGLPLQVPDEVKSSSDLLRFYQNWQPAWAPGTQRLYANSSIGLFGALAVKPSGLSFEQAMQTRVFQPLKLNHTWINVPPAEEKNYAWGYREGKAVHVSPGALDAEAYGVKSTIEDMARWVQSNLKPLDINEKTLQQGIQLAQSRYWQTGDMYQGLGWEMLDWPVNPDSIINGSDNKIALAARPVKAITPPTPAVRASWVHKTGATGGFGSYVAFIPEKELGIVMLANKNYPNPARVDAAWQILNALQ
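E. coli AmpC (5.3 nM) in 20 mM phosphate pH 7.0 with 0.01% Triton X-100, preincubated 15 min RT with compound; nitrocefin (2 uL of 800 uM stock) hydrolysis followed by 480 nm absorbance every 20 s over 4 min.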
Active calls of the source: *; [ ] = another dose, or the depositor's remark. On the % scale 0 is the no-effect control and ±100 the full control effect; potency means the concentration at half of the fitted maximal effect. An excerpt, so the mix of outcomes need not match the whole.

SMILES	AmpC det inh
COc1ccc(S(=O)(=O)N(CC(=O)Nc2cc(C)on2)Cc2ccccc2)cc1	0.5%
Nc1nc2ccc(S(=O)(=O)c3ccc4nc(N)sc4c3)cc2s1	-4.9%
CCN(C)c1ccc(/C=N\n2nnnc2N)cc1	-3.3%
CCOC(=O)c1[nH]c(=O)[nH]c1CSCCO	0.9%
CN1C(=O)/C(=C2/C=CC=CN2C)OC1=S	-1.3%
COC(=O)c1sc(S(=O)(=O)NCc2cccs2)c(C(=O)OC)c1C	-7.2%
CCc1nnc(NC(=O)CSc2nccn2-c2ccccc2)s1	-0.4%
O=c1[nH]c(SCc2c(Cl)c(Cl)c(Cl)c(Cl)c2Cl)nc(=S)[nH]1	-5.0%[5.75 µM]
CCN(CC(=O)NCc1ccc(F)cc1)Cc1nc2ccccc2c(=O)[nH]1	-0.6%
CCOCCn1c(CN2CCN(c3ccc(F)cc3)CC2)nc2c1c(=O)n(C)c(=O)n2C	2.9%
CCCc1cc(=O)n2[nH]c(-c3ccc(C)cc3)cc2n1	-3.6%
O=C(c1ccccc1)N(Cc1ccc(F)cc1)C1CCS(=O)(=O)C1 (stereo not given)	10.5%
CCc1ccccc1-n1c(SCC(=O)Nc2ccc3c(c2)OCCO3)nc2[nH]ncc2c1=O	-4.3%
COCCNC(=O)C1CCN(S(=O)(=O)N2CCC3(CC2)OCCO3)CC1	-1.6%
CCCC(=O)N(c1ccc(OCC)cc1)C1C=CS(=O)(=O)C1 (stereo not given)	1.5%
CC1CCN(S(=O)(=O)c2ccc(Cl)cc2)CC1	-4.7%
OCCn1c(SCCOc2ccccc2F)nc2ccccc21	-3.5%
COc1ccc(NC(=O)CSc2nnc(Cc3cccn3C)n2-c2ccc(OC)cc2)cc1	6.9%
c1csc(C2C3=C(Nc4ncnn42)c2ccccc2OC3)c1 (stereo not given)	15.7%
O=S1(=O)CCC(SCc2nc3sccn3c2Br)C1 (stereo not given)	-3.8%
CCOC(=O)c1oc2ccc(S(=O)(=O)N3CCC(C)CC3)cc2c1C	-8.4%
Cc1cc(C)nc(-n2nc(C)cc2NC(=O)c2cc(=O)c3ccccc3o2)n1	9.4%
O=C1c2oc3ccccc3c(=O)c2C(c2ccc(Cl)cc2)N1c1ncccn1 (stereo not given)	9.7%
O=S(=O)(Nc1nc2ccccc2nc1N1CCN(c2ccccn2)CC1)c1ccc(Cl)cc1	-6.3%
COc1ccc(NC(=O)CSc2nnc(C(C)C)n2N)cc1	-2.1%
Cc1cc(S(=O)(=O)NCc2ccc(S(N)(=O)=O)cc2)c(C)s1	-2.9%
Cc1cc(C)nc(SCc2nc(N)nc(-c3ccccc3O)n2)n1	-7.8%
COC(=O)c1ccc2c(=O)n(NC(C)=O)c(=S)[nH]c2c1	5.2%
CCCN1C2CCCC1CC(NC(=O)c1ccccc1F)C2 (stereo not given)	-2.7%
COC(=O)[C@@]1(Cc2ccccc2)[C@H]2c3cc(C(=O)N4CCCC4)n(Cc4ccc(OC)c(OC)c4)c3C[C@H]2CN1C(=O)c1ccccc1	0.4%
COc1cc(-c2nc(S(=O)(=O)c3ccccc3)c(N3CCOCC3)o2)cc(OC)c1OC	-1.1%
COC(=O)c1ccccc1NC(=O)c1cccs1	-4.0%
COc1cccc(/C(O)=C2/C(=O)C(=O)N(CCN3CCOCC3)C2c2cccs2)c1 (stereo not given)	-1.7%
CC1(C)N=C(c2ccc(Cl)cc2)C(=O)N1	-0.5%
Cc1nn(CC(=O)NCc2cccnc2)c(=O)c2ccccc12	-0.9%
COc1c(O)cc2oc3cc(O)c(CC=C(C)C)c(O)c3c(=O)c2c1CC=C(C)C	2.0%
CN1CCc2[nH]nc(-c3n[nH]c4c3CN(C)CC4)c2C1	-2.5%[5.75 µM]
COc1cc(S(=O)(=O)N2CCN(c3ccccc3F)CC2)ccc1Cl	9.3%
CCCn1c(-c2ccc(F)cc2)nc2c(N(C)CCN(C)C)nc(C)nc21	12.8%
CC(C)n1c(NCc2c[nH]c3ccccc23)nc2ccccc21	-2.5%
CC1S/C(=C(\C#N)C(=O)NCc2ccco2)N(c2ccc(F)cc2)C1=O (stereo not given)	15.0%
Cc1cc(NC(=O)Cc2c(F)cccc2Cl)no1	-2.4%
CN(C)c1ncc2ncc(=O)n(CCc3ccccc3)c2n1	-5.2%
CCOC(=O)c1c(C)n(Cc2ccco2)c2ccc(O)cc12	-5.9%
O=C(CN1CCN(c2ccccn2)CC1)Nc1ccc(Oc2ccccc2)cc1	-0.9%
O=C(O)CSc1nnc(C2COc3ccccc3O2)n1-c1ccccc1 (stereo not given)	18.3%
CCn1c(=O)cc(OCC(=O)O)c2ccccc21	-1.5%
COc1ccc(Cc2nnc(NC(=O)c3c(-c4ccccc4)noc3C)s2)cc1OC	9.0%
COc1ccc(NC(=O)C2CC(=O)OC2(C)C)cc1 (stereo not given)	-5.8%
Cc1nnc2n(CCc3ccccc3)c(=O)c3c4c(sc3n12)CCCC4	-4.1%
COc1ccccc1N(CC(=O)NCCSC(C)(C)C)S(C)(=O)=O	-0.7%
CSc1cccc(NC(=O)CN(C)S(=O)(=O)c2ccccc2)c1	-2.7%
O=C(CN1C(=O)c2ccccc2C1=O)[C@@H](O)CN1C(=O)c2ccccc2C1=O	-1.5%[5.75 µM]
CC(C)(C)NC(=O)CN(C(=O)C1(C)CC(=O)N=C2C=CC=CN21)C1CCCC1 (stereo not given)	1.8%
CC(C)C1O/C(=N/C(=O)Nc2ccc(Cl)c(Cl)c2)NC1=O (stereo not given)	11.8%
O=C(COC(=O)C1CCCO1)Nc1cccc(C(F)(F)F)c1 (stereo not given)	25.0%
CC(=O)NCCc1ccc(S(=O)(=O)N(C)C2CCS(=O)(=O)C2)cc1 (stereo not given)	-2.1%
C/C=C/C=O	2.6%
CCOC(=O)C(NC(C)=O)(OCc1ccc(F)cc1)C(F)(F)F (stereo not given)	0.2%
Cc1c(C#N)c(SCC(N)=O)nc2c1CCCC2	9.6%

Reformatted field by field: part of the list above.
CCCn1c(-c2ccc(F)cc2)nc2c(N(C)CCN(C)C)nc(C)nc21
  AmpC det inh: 12.8%

CC(C)n1c(NCc2c[nH]c3ccccc23)nc2ccccc21
  AmpC det inh: -2.5%

Other records follow:
SMILES	AmpC det inh
COc1ccc2occ(NC(C)=O)c2c1	-4.3%
Cc1ccc(S(=O)(=O)NCCC(=O)NC2CCCC2)cc1	-4.4%
CCOc1ccc(N(CC(=O)NCc2ccc(F)cc2)S(=O)(=O)c2c(C)noc2C)cc1	6.3%
CCN1CCN(C(=O)CSCc2nc(-c3ccc(OC)c(OC)c3)oc2C)CC1	11.5%
CCN1CCN(c2nc(C)nc3c2sc(=S)n3C)CC1	5.7%
O=C(O)[C@@H](O)[C@@H](O)[C@H](O)C(=O)CO	-3.8%[5.75 µM]
O=S(=O)(O)c1cc(O)c2c(N=Cc3ccccc3O)cc(S(=O)(=O)O)cc2c1	-3.5%[5.75 µM]
O=C1CC2(CCCC2)CC(=O)N1CCCCN1CCN(c2ncccn2)CC1	-2.0%
COc1ccccc1CNc1ncncc1-c1ccc2c(c1)OCO2	9.5%
CCCN(CCC)S(=O)(=O)c1ccc(C(=O)Nc2nnc(-c3cccc(OC)c3)o2)cc1	-4.2%
O=C(COc1ncnc2ccccc12)N1CCOCC1	-0.7%
Cc1nc2nc(C)c(CCC(=O)NCc3ccc4c(c3)OCO4)c(C)n2n1	-2.2%
Cc1ccc2cc(CCNC(=O)C3CCCC3)c(=O)[nH]c2c1	10.7%
Cc1ccc(NC(=O)C2CCCN(S(=O)(=O)c3c(C)noc3C)C2)c(C)c1 (stereo not given)	-5.0%
CCN(CC)S(=O)(=O)N1CCC(C(=O)NCc2ccc(C)cc2)CC1	-3.8%
O=C1CCC(C(=O)NC2(C(=O)NC3CCCCC3)CCCCC2)N1 (stereo not given)	-3.3%
O=S(=O)(Cc1ccccc1Cl)N1CCCCC1	-4.3%
COc1ccc(C2CC(=O)C(C=NCCN3CCNCC3)=C(O)C2)cc1OC (stereo not given)	-6.6%
CCCP(=O)(CC(=O)N(CC)CC)c1ccccc1 (stereo not given)	4.7%
COc1ccc2c(c1)CCC1C2CC[C@]2(C)[C@H](NCCCCCCN3C(=O)C=CC3=O)CC[C@@H]12 (stereo not given in full)	-6.3%
Cc1nn(-c2ccccc2)c2sc(C(=O)N(Cc3ccco3)C(C)C(=O)NC(C)(C)C)cc12 (stereo not given)	-4.4%
O=C(NCCC1=CCCCC1)C1CCCN(c2nc3ccccc3o2)C1 (stereo not given)	-3.8%
CCCCS(=O)(=O)NC1=NCN(C2CCN(Cc3ccccc3)CC2)CN1	17.3%
C[C@@H]1C(=O)NC2=Nc3cccc(Cl)c3CN21	-3.1%
CCn1c2ccccc2c2nnc(SCC(=O)NC(C(=O)OC)C(C)C)nc21 (stereo not given)	2.9%
c1ccc(CCNCc2ccco2)nc1	-3.2%[5.75 µM]
O=C1CC(c2ccc(Cl)cc2)CC(O)=C1C=NCCN1CCNCC1 (stereo not given)	4.3%
COC(=O)c1ccc(C(=O)OC)c(NC2=NS(=O)(=O)c3ccccc32)c1	-3.2%
CC1CCN(C(c2ccc(N(C)C)cc2)c2nnnn2Cc2ccc(F)cc2)CC1 (stereo not given)	10.2%
CC(C)(C)c1nc(CN2CCCCC2)cc(CN2CCCCC2)c1O	16.2%
O=S(=O)(c1cccc2nsnc12)N1CCc2ccccc21	11.5%
CC(C)OCCCNC(=O)Cn1ncc2c(=O)oc3ccccc3c21	-4.2%
Cc1cc(N)c2ccccc2[n+]1CCCCCCCCCCCCCC[n+]1c(C)cc(N)c2ccccc21	-4.9%
O=C(CN1C(=O)COc2ccccc21)N(Cc1ccccc1)Cc1ccccn1	1.8%
Brc1ccc(-c2nnc3sc(CN4CCC5(CC4)OCCO5)cn23)cc1	-3.8%
COC(=O)c1[nH]c2cc(OC)ccc2c1NC(=O)CCN1CCN(c2cccc(C)c2C)CC1	-3.8%
O=C(c1sc2ccccc2c1Cl)N(Cc1cccs1)C1CCS(=O)(=O)C1 (stereo not given)	12.1%
CCn1c(SCC(=O)N2CCOCC2)nc2oc3c(Cl)cc(Cl)cc3c(=O)c2c1=O	-6.6%
COc1ccc(-c2cn3c(C)c(C(=O)NC(C)C)sc3n2)cc1	-1.7%
NCCOc1ccccc1-c1ccccc1	28.4%
OC1CN=C2CCCc3c2n(c2ccc(Cl)cc32)C1 (stereo not given)	-1.8%
Cc1nc2ccc(NC(=O)Nc3ccnc4cccnc34)cc2o1	-2.2%
CCCC(c1nnnn1Cc1ccc(OC)cc1)N1CCC(C(N)=O)CC1 (stereo not given)	0.2%
CCOC(=O)CN(C)Cc1c[nH]c2ccccc12	-3.2%
CCCOc1nc2c(c(=O)n(C)c(=O)n2C)n1Cc1cccc2ccccc12	2.7%
O=C(NC1CCCc2ccccc21)C1CCN(c2c3c(nc4ncnn24)CCC3)CC1 (stereo not given)	2.6%
O=C(Nc1ccc(S(=O)(=O)N2CCCCCC2)cc1)c1ccco1	-1.3%
COc1cc(OC)c(C2CC(=O)N3CN(C)CSC3=C2C#N)cc1OC (stereo not given)	9.3%
COc1ccc(CNC(=O)C2CCCN(c3nc4ccccc4o3)C2)c(OC)c1 (stereo not given)	-7.6%
O=C1NC(c2ccccc2)C(C(=O)c2cccs2)C(O)(C(F)(F)F)N1 (stereo not given)	-3.9%
O=C(CSc1nnc(-c2ccc(Cl)cc2)o1)N1CCN(c2ccccc2)CC1	-3.4%
COc1cccc(C(=O)N2CCN(Cc3cccc(F)c3)CC2)c1	-2.1%
CN1CCN(Cc2nc3c(c(=O)n(C)c(=O)n3C)n2CCc2ccccc2)CC1	4.7%
CCOC(=O)CC(=O)Nc1nnc(CC(C)C)s1	15.0%
CCOCCCNC(=O)c1cn(CC(C)C)c(=O)c2cc(OC)c(OC)cc12	5.4%
CS(=O)(=O)Nc1cccc(-c2ccc3ncnc(Nc4ccc(F)cc4)c3c2)c1	0.4%
CC(C)(Oc1ccc(CCNC(=O)c2ccc(Cl)cc2)cc1)C(=O)O	-2.1%[12.8 µM]
Cc1nc2ccc(NC(=O)N3CCOCC3)cc2s1	0.4%
CCOC(=O)CSCc1nc(-c2ccc(Cl)cc2)oc1C	25.4%
COC(=O)C(C)N(C#N)c1nc(C)nc(C)n1 (stereo not given)	-7.0%
(next part)
SMILES	AmpC det inh
CN(Cc1ccco1)c1ccnc(-c2cccnc2)n1	8.4%
Cc1cc(NC(NC(=O)c2ccco2)(C(F)(F)F)C(F)(F)F)no1	-0.8%
Cc1nc(C)n(CC(O)COc2ccc3c(c2)CCC3)n1 (stereo not given)	-3.3%
COc1ccc(OC)c2[nH]c(=O)c(CCNC(=O)CC(C)C)cc12	-0.6%
COc1cc(-c2nnc(SCc3ccccc3Cl)o2)cc(OC)c1OC	0.3%
COC(=O)c1cccc(S(=O)(=O)N2CCC(NC(=O)Nc3cccc(F)c3)CC2)c1	13.3%

Filtered by structure, the entries above with two or more sulfur atoms (13)
SMILES	AmpC det inh
Nc1nc2ccc(S(=O)(=O)c3ccc4nc(N)sc4c3)cc2s1	-4.9%
COC(=O)c1sc(S(=O)(=O)NCc2cccs2)c(C(=O)OC)c1C	-7.2%
CCc1nnc(NC(=O)CSc2nccn2-c2ccccc2)s1	-0.4%
O=c1[nH]c(SCc2c(Cl)c(Cl)c(Cl)c(Cl)c2Cl)nc(=S)[nH]1	-5.0%[5.75 µM]
O=S1(=O)CCC(SCc2nc3sccn3c2Br)C1 (stereo not given)	-3.8%
Cc1cc(S(=O)(=O)NCc2ccc(S(N)(=O)=O)cc2)c(C)s1	-2.9%
COc1ccccc1N(CC(=O)NCCSC(C)(C)C)S(C)(=O)=O	-0.7%
CSc1cccc(NC(=O)CN(C)S(=O)(=O)c2ccccc2)c1	-2.7%
CC(=O)NCCc1ccc(S(=O)(=O)N(C)C2CCS(=O)(=O)C2)cc1 (stereo not given)	-2.1%
CCN1CCN(c2nc(C)nc3c2sc(=S)n3C)CC1	5.7%
O=S(=O)(O)c1cc(O)c2c(N=Cc3ccccc3O)cc(S(=O)(=O)O)cc2c1	-3.5%[5.75 µM]
O=S(=O)(c1cccc2nsnc12)N1CCc2ccccc21	11.5%
O=C(c1sc2ccccc2c1Cl)N(Cc1cccs1)C1CCS(=O)(=O)C1 (stereo not given)	12.1%
